Screening results: PubChem BioAssay, SRMLSC
PostGolgi ctrl: inhibits growth of the yeast control strain. 98,000 tested, 5% active. inhibition, % at 10 µM. efflux-deficient yeast background strain, growth absorbance A615, 16 h
PostGolgi yeast: growth inhibition of a yeast mutant, post-Golgi transport screen | 98,000 tested, 0.9% active | AID 739 | post-Golgi transport phenotypic cell assay | inhibition, % at 10 µM;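 further: yeast cells grown in 1536-well plates; yeast grown about 18 h at 30C before absorbance read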
An asterisk follows results filed as active. No stated cut-off is given here; in the data, active means inhibition above about 30%; inactive means the rest. Not all compounds are listed; count on the stated rates, not on these rows.

Structure	PostGolgi ctrl	PostGolgi yeast
CCOC(=O)C1=C(C)N=c2s/c(=C\c3ccncc3)c(=O)n2C1c1ccc2c(c1)OCO2 (centres undefined)	30	-1
COc1ccc(OC)c(S(=O)(=O)n2nnc3ccccc32)c1	9	5
COc1ccc(CC(=O)OCC(=O)Nc2c(C)n(C)n(-c3ccccc3)c2=O)cc1	10	-4
CCCc1ccc(C(=O)CCC(=O)O)cc1	-6	19
O=C(CCCNS(=O)(=O)c1cccs1)N1CCc2ccccc2C1	1	8
Cc1cccc(C(=O)Nc2cc(=O)n(C)c(=O)n2C)c1	3	0
Cc1ccc(S(=O)(=O)Nc2ccc(C(=O)Nc3cc(C)on3)cc2)cc1	1	-1
COc1cccc2c(C)c(C(=O)O)[nH]c12	5	-4
CCOc1ccc(NC(=O)c2cccc3c2C(=O)N(Cc2cccnc2)C3)cc1	32*	-4
CCOC(=O)CNc1c(-c2ccc(F)cc2)nc2cnccn12	5	9
Cc1ccc(-c2ccc(S(=O)(=O)N3CCN(C)CC3)cc2)cc1	4	3
Oc1c(CN2CCN(c3ccccn3)CC2)cc(Cl)c2cccnc12	10	-6
Cc1ccc(OCCCC(=O)Nc2ccc(S(=O)(=O)Nc3cc(C)on3)cc2)cc1	11	9
O=C(CN1CCN(S(=O)(=O)c2ccc(Br)cc2)CC1)Nc1ccc2c(c1)OCCO2	30	-8
Cc1cc(C(=O)Nc2sc3c(c2C#N)CCCC3)no1	2	-7

4 structures from above, arranged by length of the SMILES, ascending:
Structure	PostGolgi ctrl	PostGolgi yeast
Cc1cc(C(=O)Nc2sc3c(c2C#N)CCCC3)no1	2	-7
CCOC(=O)CNc1c(-c2ccc(F)cc2)nc2cnccn12	5	9
COc1ccc(OC)c(S(=O)(=O)n2nnc3ccccc32)c1	9	5
Cc1ccc(S(=O)(=O)Nc2ccc(C(=O)Nc3cc(C)on3)cc2)cc1	1	-1

Going on with the list.
Structure	PostGolgi ctrl	PostGolgi yeast
Cn1c(=O)[nH]c(=O)c2c1nc(CN1CCOCC1)n2CCCc1ccccc1	4	19
COc1ccc(C2CCCN2C(=O)Nc2cccc(C(C)=O)c2)cc1OC (centres undefined)	0	-12
c1ccc(Nc2c3c(nc4ncnn24)CCC3)cc1	1	0
c1csc(-c2nnsc2-c2nc3ccccc3[nH]2)c1	6	-3
CC1CC(C)CN(S(=O)(=O)c2ccc(C(=O)NCCCn3ccnc3)cc2)C1 (centres undefined)	8	-5
CC1CCN(c2nc(-c3ccccc3)c(C#N)c(=O)[nH]2)CC1	0	-5
Oc1ccc(C=Nc2ccc(N3CCOCC3)cc2)c(O)c1	2	1
O=C(C1CCCN(S(=O)(=O)c2cccs2)C1)N1CCC(N2CCCCC2)CC1 (centres undefined)	1	0
CCCc1cc(C(=O)NC2CCCCC2)no1	1	-4
O=C(O)CCc1ccc(-c2cccs2)o1	4	17
COc1cc(C2Nc3ccc4ncccc4c3C3=C2C(=O)CCC3)ccc1O (centres undefined)	9	1
COc1ccc(N2CCN(C(=O)CC3NC4CCCCC4NC3=O)CC2)cc1 (centres undefined)	-1	2
CC1CN(c2nc3c(c(=O)[nH]c(=O)n3C)n2Cc2ccccc2F)CC(C)O1 (centres undefined)	1	4
O=C(CCc1nc2ccccc2[nH]1)Nc1ccccc1	4	-5
Cc1c(C(=O)N2CCN(C)CC2)oc2ccc(S(=O)(=O)N3CCOCC3)cc12	12	-2

Gathered by group: the entries above with a thiophene ring, fused or not.
Structure	PostGolgi ctrl	PostGolgi yeast
O=C(CCCNS(=O)(=O)c1cccs1)N1CCc2ccccc2C1	1	8
Cc1cc(C(=O)Nc2sc3c(c2C#N)CCCC3)no1	2	-7
c1csc(-c2nnsc2-c2nc3ccccc3[nH]2)c1	6	-3
O=C(C1CCCN(S(=O)(=O)c2cccs2)C1)N1CCC(N2CCCCC2)CC1 (centres undefined)	1	0
O=C(O)CCc1ccc(-c2cccs2)o1	4	17

Later entries
Structure	PostGolgi ctrl	PostGolgi yeast
NC(=O)CSCc1cccc(Br)c1	8	5
Cc1[nH]nc2c1C1(CCN(C(=O)OCc3ccccc3)CC1)C(C#N)=C(N)O2	1	4
Cc1cccc(CSc2ncnc3nc[nH]c23)c1	16	-2
O=C(Nc1ccc(O)c(C(=O)O)c1)c1ccc2c(c1)C(=O)N(CC1CCCO1)C2=O (centres undefined)	4	-3
CC(=O)C1=C(O)C(=O)N(c2cc(C(C)(C)C)on2)C1c1ccc(Br)cc1 (centres undefined)	18	-4
COC(=O)c1ccccc1NC(=O)C1CC(=O)N(C2CCCCC2)C1 (centres undefined)	2	-5
COc1ccc(Cn2nnc3c(=O)[nH]c(C(=O)NCCc4ccc(F)cc4)nc32)cc1OC	31*	1
CC1CCc2sc3ncn4nc(C(=O)NCc5ccco5)nc4c3c2C1 (centres undefined)	2	20
CCSc1nnc(NC(=O)NCC(F)(F)F)s1	-4	45*
Cc1cc(=O)[nH]c(SCc2cc(Cl)ccc2OC(F)F)n1	6	4
FC(F)(F)c1cccc(N2CCN(Cc3cccnc3)CC2)c1	26	-19
CCOC(=O)N1CCN(C(=O)c2cnc(Nc3ccccc3OC)c3ccccc23)CC1	-5	0
COC(=O)c1nc2cc(C)ccn2c1F	49*	-14
CCOCCn1c(N2CCN(c3ccccc3)CC2)nc2c1c(=O)n(C)c(=O)n2C	9	-1
CCSc1nnc(NC(=O)C(CC)Oc2ccccc2)s1 (centres undefined)	24	-4
CC(C)(C)NC(=O)C(c1ccco1)N(C(=O)Cn1nnc(-c2ccc(F)cc2)n1)c1cccc(F)c1 (centres undefined)	36*	2
CC1CCCC(C)N1C(=O)CSc1nnc(NC(=O)c2cccs2)s1 (centres undefined)	11	-8
Cn1c(CSc2ncccn2)nnc1SCC(=O)N1CCCc2ccccc21	20	0
Cc1cc(C)n(-c2ccc(C(=O)OCC(=O)c3c(N)n(C)c(=O)n(C)c3=O)cc2)n1	-11	-2
O=C(CCCN1C(=O)c2ccccc2C1=O)NC1=NCCS1	-6	-9
O=C(O)CCCNS(=O)(=O)c1ccc(Br)s1	-2	-5
N#Cc1c(NC(=O)CN2CCN(C(=O)c3ccco3)CC2)sc2c1CCCCC2	7	-11
CCOC(=O)C(CCSC)NC(=O)CN (centres undefined)	2	6
CCOC(=O)C1CCCN(C(=O)Cn2cnc3c2c(=O)n(C)c(=O)n3C)C1 (centres undefined)	12	10
COc1ccc2cc(CN(C(=O)Nc3ccccc3)C3CCCC3)c(=O)[nH]c2c1	9	8
COc1ccc(C(=O)Oc2ccc(/C=N/O)cc2)cc1	17	3
COc1cccc(NC(=O)Cn2nnc(-c3ccccc3N)n2)c1	1	-2
COc1ccc(-c2nnc3sc(COc4ccccc4)nn23)cc1	20	4
O=C1OC2(CCCCC2)OC(=O)C1=CNc1nccs1	3	1
O=C(CCN1C(=O)c2ccccc2C1=O)NCc1ccncc1	-2	-7
CN1C(=O)c2c(sc3c2CCCC3)NC1c1ccccc1O (centres undefined)	1	2
O=C(Cc1coc(-c2ccc(F)cc2)n1)Nc1ccccc1	10	4
Cc1cccc(-c2nc(CSCC(=O)N3CCN(Cc4ccc5c(c4)OCO5)CC3)c(C)o2)c1	22	15
COCCn1nnnc1CN1CCC(O)(c2cccc(C(F)(F)F)c2)CC1	3	8
Cc1cc(C(F)(F)F)n2nc(C(=O)O)c(Cl)c2n1	0	-8
O=C(O)c1ccc(COc2c(F)c(F)c(F)c(F)c2F)o1	9	2
O=C(NCc1ccccc1Cl)C1CCN(C(=O)c2sccc2-n2cccc2)CC1	7	-2
CC(=O)Nc1ccc(S(=O)(=O)N2CCN(CCC#N)CC2)cc1	-3	-2
O=C(NCc1ccco1)c1cnc2ccccn2c1=O	0	0
Cc1ccc(S(=O)(=O)C2(C(=O)Nc3cccc(F)c3)CC2)cc1	3	-3
Cc1csc(SCC(=O)Nc2cc(C(C)(C)C)nn2-c2ccccc2)n1	13	-5
N#CC1=C(N)N2C(=C(C#N)C13CCCCC3)SC1CCCCC12O (centres undefined)	17	-1
Cn1cccc1Cc1nnc(SCC(=O)NCC2CCCO2)n1-c1ccc(F)cc1 (centres undefined)	-1	5
CCOC(=O)c1cc2sc(C)cc2n1CC(=O)Nc1cccc(C)c1C	11	4
COc1ccc(C(=O)NCCSc2ccccn2)cc1	5	2
COc1ccc(C(=O)CSc2cc(C)nc3nc(C)nn23)cc1OC	1	17
CC(NC(=O)NC1CCCCC1)C(c1cccs1)N1CCN(C)CC1 (centres undefined)	4	-9
COc1ccc(OC(C)=O)c(C2c3cc(OC)c(OC)cc3CCN2C(C)=O)c1 (centres undefined)	-2	-1
CCOC(=O)c1c(NC(=O)c2ccc(Br)o2)sc2c1CCCC2	-10	-11
Cn1c(Cn2c(=O)sc3ccccc32)nnc1SCC(=O)N1CCCCCC1	2	2
CCN(CCCNC(=O)CN1C(=O)COc2ccccc21)c1ccccc1	0	3
O=C(Nc1ccccc1C(=O)N1CCCCC1)C1CCCCC1	10	17
COc1ccc(N2CCN(C(c3ccccc3OC)c3nnnn3C3CCCC3)CC2)cc1 (centres undefined)	3	3
CCOc1ccccc1NC(=O)CSc1nnc(-c2cnccn2)n1CC	-10	9
Cc1cc(C)c2cc(CN(CCO)C(=O)Nc3ccc(Cl)cc3)c(=O)[nH]c2c1	47*	5
CCCn1nc(C(=O)Nc2cccc(C(=O)OC)c2)c2ccccc2c1=O	23	1
CC1CCC(NC(=O)c2cc3c(s2)CS(=O)(=O)C3)CC1 (centres undefined)	5	7
CCOC(=O)CCc1c(C)nc2c(c(C)nn2C(C)(C)C)c1C	4	-7
O=C(O)CC(Cc1ccc(Br)cc1)C(=O)O (centres undefined)	4	1
C=CCn1c(SCC(=O)NCc2cccs2)nnc1C1CCCCC1	-1	-7

(listing goes on)
Structure	PostGolgi ctrl	PostGolgi yeast
CC(CCc1ccco1)NC(=O)Cn1ncc2c(=O)oc3ccccc3c21 (centres undefined)	2	-4
CCSc1n[nH]c(=O)[nH]c1=O	-6	-6
O=C(CSC1CCCCC1)N1CCN(c2ccccc2)CC1	14	-4
CC1(C)Cc2ccccc2C(=NCCCC(=O)O)N1	-14	-1
CC1(C)Cc2c(sc3c2c(=N)n(Cc2ccco2)c(=O)n3Cc2ccc(Cl)cc2)CO1	97*	6
COc1cccc(CNC(=O)C2CCCN(S(C)(=O)=O)C2)c1 (centres undefined)	18	-6
COc1ccc(NC(=O)c2ccco2)cc1NC(=O)c1cc2ccccc2o1	-3	-2
CC(=O)N1CCc2cc(S(=O)(=O)NC(CC(C)C)C(=O)Nc3cc(C(=O)O)ccc3C)ccc21 (centres undefined)	-1	5
COC(=O)c1ccc(C)c(N(CCO)CCO)c1	-3	-3
O=C(c1ccccc1)N(CCN1CCOCC1)C1(C(=O)Nc2ccccc2)CCCCC1	5	-10
Cc1ccc(N2CCN(c3ccc(C)cc3)C2c2ccccn2)cc1	4	9
COc1ccc(NC(=O)N2CCN(S(C)(=O)=O)CC2)cc1OC	14	-2
COCCN(CCOC)S(=O)(=O)c1ccc(C(=O)NC2CCN(Cc3ccccc3)CC2)cc1	7	21
CCOC(=O)c1cnc2nc(C)[nH]n2c1=O	22	1
COc1ccc(NC(=O)CSc2nnc(Cn3c(=O)sc4ccccc43)n2C)cc1OC	6	8
CC(=O)c1c(C)[nH]c(C(=O)OCC(=O)Nc2ncc(Cl)c(C)c2Cl)c1C	-5	0
CC(C)Cc1cc(C(=O)Nc2ccc3c(c2)OCO3)no1	11	-2
CSc1nnc2c3ccccc3n(CCc3ccccc3)c2n1	18	0
Cc1ccc(N2CC(C(=O)NCC3CCCO3)CC2=O)cc1Cl (centres undefined)	1	-9
CN(C)C(=O)N1CCC(C(=O)NCc2ccc(F)cc2Cl)CC1	10	21
CC1(C)Cc2c(sc3c2c(=N)n(Cc2ccco2)c(=O)n3CC(=O)Nc2cccc(Cl)c2)CO1	5	-6
Cc1ccc2nc(S(=O)(=O)O)[nH]c2c1	2	-3
Cc1ccsc1C(=O)OCC(=O)N1CCOCC1	2	-8
COC(=O)c1c(-c2ccc(C)cc2)csc1N	0	-8
COc1ccccc1NC(=O)CSc1nnc(Cn2c(=O)sc3ccccc32)n1C	1	5
COCC(C)n1c(C)cc(C(=O)COc2ccc(S(=O)(=O)N3CCOCC3)cc2Cl)c1C (centres undefined)	4	4
O=C(NCc1ccc2c(c1)OCO2)C1CC(=O)N(C2CCCCCC2)C1 (centres undefined)	2	-5
O=C(NCc1cn2ccsc2n1)Nc1cccc(Cl)c1	6	2
COc1ccc(/C(O)=C2/C(=O)C(=O)N(c3ncccn3)C2c2ccc(OC)c(OC)c2)cc1 (centres undefined)	2	4
Cc1[nH]c(=O)[nH]c(=O)c1S(=O)(=O)NCC12CC3CC(CC(C3)C1)C2	43*	-2
CC1(C)CC(=O)C2=C(C1)OC(N)=C(C#N)C2c1ccsc1 (centres undefined)	29	9
CCn1c(=O)cc(SCC(=O)N2CCN(c3ccccn3)CC2)c2ccccc21	1	0
CC(C)n1c(C(O)c2ccc3c(c2)OCO3)nc2ccccc21 (centres undefined)	4	-2
Cc1ccc(S(=O)(=O)N2CCOCC2)cc1C(=O)NC1CCCCC1	-1	12
c1ccc(-c2cnnc(SCc3cn4cccnc4n3)n2)cc1	-12	1
COc1ccccc1NC(=O)CN1CCN(CC(=O)Nc2ccc(F)cc2)CC1	-4	-3
CCn1c2ccccc2c2nnc(SCc3ccccc3)nc21	61*	6
